# From PubChem BioAssay
# JMJD2A Tudor – JMJD2A Tudor domain (human) inhibition; O75164; AlphaScreen JMJD2A-Tudor / H3K4me3 peptide binding; Potency, µM (doses to about 114 µM), for the others: at the top dose activity change, negative = inhibition, hits mostly inhibitors; 390,000 compounds, 4.4% hits; AID 504339; further: on the % scale 0 is the no-effect control and ±100 the full control effect; nearly all actives have a fitted effect of over 50% in size
# POLK inh – inhibitors of human DNA polymerase kappa; Q9UBT6; purified Pol kappa, fluorescent DNA synthesis assay, 10 min; Potency, µM (highest dose often 107 µM), without a hit: top-dose activity, negative = inhibition, hits mostly inhibitors; 400,000 compounds, 0.53% hits; AID 588579; further: on the % scale 0 is the no-effect control and ±100 the full control effect
#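 Enzyme at 10 nM met test compounds for 15 min at room temperature. Substrate addition (50 nM final) began the reaction, which was monitored by fluorescence at 0 and 10 min.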
# POLH inh – blocks human DNA polymerase eta activity. Q9Y253. Potency, µM (highest dose often 114 µM), inactives show at the top dose activity change, negative = inhibition, most hits filed as inhibitors. recombinant Pol eta, fluorescent DNA replication assay. 390,000 compounds, 1.2% hits; further: on the % scale 0 is the no-effect control and ±100 the full control effect
#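 Pol eta (10 nM) was preincubated with compounds for 15 min at room temperature, after which fluorescent replication substrate (50 nM final) was added to start the reaction. Fluorescence was read kinetically at 0 and 10 min.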
# BLM helicase inh – inhibitors of human Bloom syndrome helicase BLM. P54132. 350,000 compounds, 0.2% hits. recombinant BLM DNA unwinding, fluorescence dequenching. Potency, µM (top dose mostly 56.1 µM), inactives show top-dose activity change, negative = inhibition, usual class: inhibitors;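 further: plate controls were vehicle for no effect and no enzyme for full effect; nearly all actives have a fitted effect of over 35% in size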
# APEX1 inh – inhibitors of human APE1 endonuclease. P27695. recombinant APE1, TAMRA/BHQ-2 abasic DNA cleavage fluorescence. Potency, µM (titrated, usually from 65.8 µM), without a hit: at the highest dose activity change, negative = inhibition, most hits filed as inhibitors. 350,000 compounds, 0.35% hits. AID 2517;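 further: plate controls were vehicle for no effect and reference inhibitor for full effect; nearly all actives have a fitted effect of over 55% in size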
#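 Measures dequenching upon AP-site incision of a 5'-TAMRA/3'-BHQ-2 THF-containing duplex, 50 nM; human APE1 0.75 nM after 15 min room-temperature exposure to compound; kinetic three-point read at one-minute spacing.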
# POLI inh – DNA polymerase iota (human) inhibition; 390,000 compounds, 1% hits; Potency, µM (titrated, usually from 115 µM), for the others: top-dose activity, negative = inhibition, usual class: inhibitors; AID 588590; Pol iota fluorescent replication assay, 10 min
# Target sequence (Q9UNA4 whole entry, looked up): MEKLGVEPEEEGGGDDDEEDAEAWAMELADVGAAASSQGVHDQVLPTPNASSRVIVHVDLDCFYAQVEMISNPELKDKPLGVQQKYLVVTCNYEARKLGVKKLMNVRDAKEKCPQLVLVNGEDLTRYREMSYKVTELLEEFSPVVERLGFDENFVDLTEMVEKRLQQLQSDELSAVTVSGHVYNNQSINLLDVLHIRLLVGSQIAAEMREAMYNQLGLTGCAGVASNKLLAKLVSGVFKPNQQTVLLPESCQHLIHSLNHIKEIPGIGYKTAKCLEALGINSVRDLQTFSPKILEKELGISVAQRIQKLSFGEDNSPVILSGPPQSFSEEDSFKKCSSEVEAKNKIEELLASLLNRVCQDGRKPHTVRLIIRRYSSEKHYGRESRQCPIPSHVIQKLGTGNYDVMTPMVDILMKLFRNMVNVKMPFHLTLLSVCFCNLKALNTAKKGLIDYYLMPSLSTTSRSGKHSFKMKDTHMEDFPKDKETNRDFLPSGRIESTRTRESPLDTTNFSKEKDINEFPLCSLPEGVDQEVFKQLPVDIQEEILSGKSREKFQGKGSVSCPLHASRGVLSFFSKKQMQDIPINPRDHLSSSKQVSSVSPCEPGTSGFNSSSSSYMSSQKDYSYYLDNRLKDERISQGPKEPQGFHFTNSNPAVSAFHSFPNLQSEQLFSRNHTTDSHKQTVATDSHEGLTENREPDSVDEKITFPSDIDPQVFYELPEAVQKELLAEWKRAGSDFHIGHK
#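 Pol iota at 10 nM preincubated 15 min with compounds at room temperature; reaction started with fluorescent substrate, 50 nM final. Fluorescence read kinetically at 0 and 10 min; buffer-only wells as negative control.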
# POLB inh – DNA polymerase beta (human) inhibition; P06746; Pol beta primer extension/strand displacement, fluorescence kinetic; Potency, µM (highest dose often 114 µM), inactives show top-dose activity change, negative = inhibition, most hits filed as inhibitors; 340,000 compounds, 1.3% hits; further: on the % scale 0 is the no-effect control and ±100 the full control effect
#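 Kinetic readout of DNA synthesis with strand displacement by Pol beta. Compound and 10 nM enzyme sit 15 min at room temperature; 50 nM substrate starts the reaction, read immediately and at 10 min.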
# G9a block – inhibitors of human histone lysine methyltransferase G9a. Q96KQ7. G9a H3K9 monomethylation, AlphaScreen, 2 h. Potency, µM (titrated, usually from 102 µM), without a hit: at the top dose activity, negative = inhibition, actives largely listed as inhibitors. 350,000 compounds, 8.8% hits; further: on the % scale 0 is the no-effect control and ±100 the full control effect; nearly all actives have a fitted effect of over 75% in size
# Target sequence (Q96KQ7 913-1193 limits assumed): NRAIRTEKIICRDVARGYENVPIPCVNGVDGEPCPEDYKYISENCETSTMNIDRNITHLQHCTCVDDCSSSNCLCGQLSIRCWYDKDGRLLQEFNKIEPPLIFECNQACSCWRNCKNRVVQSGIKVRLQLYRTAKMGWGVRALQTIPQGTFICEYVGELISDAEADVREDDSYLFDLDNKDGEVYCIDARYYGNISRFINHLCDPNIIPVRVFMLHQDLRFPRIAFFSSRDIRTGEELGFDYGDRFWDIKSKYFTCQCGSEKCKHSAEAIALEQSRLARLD
#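 AlphaScreen detection with an anti-monomethyl H3K9 antibody quantified product after a 2 h room-temperature reaction containing 500 nM biotinylated H3K9 peptide, 20 µM SAM and 20 nM enzyme, which had been preincubated 15 min with compound.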
# BAZ2B block – BAZ2B (human) inhibition | AlphaScreen BAZ2B-H3K14Ac peptide displacement | Potency, µM (titrated, usually from 114 µM), without a hit: at the highest dose activity change, negative = inhibition, actives largely listed as inhibitors | 360,000 compounds, 4.4% hits; further: on the % scale 0 is the no-effect control and ±100 the full control effect; nearly all actives have a fitted effect of over 60% in size
#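 Multi-concentration screen (max 110 uM) measuring displacement of acetylated histone H3 peptide from BAZ2B by AlphaScreen, using 50 nM protein, 50 nM peptide and 10 ug/mL streptavidin donor plus Ni-chelate acceptor beads.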
# * = called active by the depositor; ? = inconclusive; / = no result given; & = joins results of further samples; ! = not confirmed by another sample; [ ] = dose if it differs, or a comment. The call rests on the fitted dose curve; in most records, active means well fitted curve in the direction sought with a large enough effect; inconclusive means small, poorly fitted or top-dose-only effect, or another doubt; inactive means no such curve, though single readings can be large; an effect the other way counts as inactive or inconclusive. Potency means the concentration at half of the fitted maximal effect. Some of the compounds tested (hit frequency here may not be typical).
POLK inh	G9a block	BLM helicase inh	BAZ2B block	Compound	POLH inh	APEX1 inh	POLI inh	JMJD2A Tudor	POLB inh
4%	/	/	/	Cc1noc(C)c1NC(=O)N(C)C[C@H]1Oc2ccc(NC(=O)c3ccncc3)cc2C(=O)N([C@H](C)CO)C[C@@H]1C	-20%	9%	9%	-8%	/
3%	/	0%	-4%	COc1ccc(CN(C(=O)CCC(=O)N2CCCCC2)c2nccs2)cc1OC	12%	1%	34%[activator]	-10%	2%
1%	?	-8%	-31%	CCC1CN(C(=O)N2CCC(C(=O)NCCN(CC)CC)CC2)c2cc(C)ccc2O1 (configuration not stated)	-4%	/	5%	-34%	1%
3%	/	-6%	-18%	COc1ccc(NS(=O)(=O)c2ccc(O)c(NC(=O)c3ccc(S(=O)(=O)N4CCCC4)cc3)c2)cc1	?	-2%	15%	-16%	21%
-17%	/	-4%	1%	Cc1nc(-c2ccccc2)sc1C(=O)/C=C/c1ccc(Cl)cc1	?	0%	18%	-5%	-2%
0%	-12%	0%	-15%	CCOC(CNC(=O)c1cc2c(=O)n(CC)c3ccccc3c2s1)OCC	-13%	10%	2%	-8%	40%
2%	?	0%	-30%	Cc1cccc(CCNCc2c(C(=O)O)c(C)n(-c3ccccc3)c2C)c1	-4%	-13%	15%	?	12%
2%	10%[59 µM]	0%	-6%	O=C(O)CC(C(=O)NCc1ccccc1)C1CCCO1 (configuration not stated)	1%	3%	46%[activator]	-12%	3%
-16%	4%[0.501 µM]	/	-6%	C/C=C(\NC(C)=O)c1ccccc1	-15%	-7%	22%	-11%	/
-4%	-1%	-7%	0%	COc1ccc(NC(=O)c2c(C)noc2-c2snnc2C)cc1	0%	0%	0%	-9%	5%
-7%[60.1 µM]	11µM*	-4%	-5%	COc1ccc(CNC(=O)C2=C(C)C(=O)OC23CCCCC3)cc1	-3%	/	18%	-19%	9%
14%	14%[0.0925 µM]	0%	0%	O=C(Nc1ccccc1NS(=O)(=O)c1ccc(F)cc1)C1CCC1	-6%	-2%	17%	-5%	-1%
4%[60.1 µM]	-36%[0.501 µM]	-10%	/	COc1ccccc1-c1ccc2ncnc(N3CCNCC3)c2c1	/	?	/	/	/
1%	-7%	-2%	12%	CC(C)CCNC(=O)C1CC(=O)N(CCc2ccccc2)C1 (configuration not stated)	-9%	1%	?	-9%	0%
-10%	-2%	-1%	?	Cc1nc(N)sc1C(=O)N/N=C/c1c[nH]c2ccccc12	-15%	-2%	23%	-23%	?
-13%	7%[0.501 µM]	/	?	CN1CCC(N(C)S(=O)(=O)c2ccc(NC(=O)COc3ccc(Br)cc3Cl)cc2)CC1	-8%	-5%	-8%	-27%	/
-14%	-2%[59 µM]	2%	4%	COC(=O)c1cc(NC(=O)CCc2c(C)nc3ncnn3c2C)cc(C(=O)OC)c1	8%	-5%	6%	-13%	4%
12%	-4%	-2%	-11%	Cc1ccc(CNC(=O)C2CCCN(c3nc4ccsc4c(=O)s3)C2)cc1 (configuration not stated)	-4%	-2%	16%	-3%	0%
-10%	23%[59 µM]	1%	-1%	Cc1cc(NC(=O)CCC(=O)N(c2ccc(F)cc2)C(C(=O)NC2CCCC2)c2ccccc2)no1 (configuration not stated)	-5%	39%[12.4 µM]	43%[activator]	-17%	5%
-1%[60.1 µM]	-27%[59 µM]	-1%	-3%	CCOC(=O)c1[nH]c(C)c(CCC(=O)NCc2cccc(C)c2)c1C	-18%	/	6%	-27%	10%
-16%	-16%[12.7 µM]	-14%	2%	CCOC(=O)c1ccccc1NC(=O)c1cc(S(=O)(=O)N2CCOCC2)ccc1F	-9%	-3%	6%	-2%	-13%
-3%	/	/	/	O=C(CSc1cccc[n+]1[O-])Nc1cc(Cl)ccc1[N+](=O)[O-]	-13%	4%	20%	6%	/
/	28µM*	-3%	-67%	CCOC(=O)CCCCC(=O)c1[nH]c(=O)[nH]c1CSc1nnc2c3cc(Br)ccc3n(C)c2n1	/	-1%	/	/	-11%
9%	14%	-9%	-34%	COC(=O)c1ccccc1NC(=O)NN1CCN(C)CC1	-7%	5%	29%	0%	13%
-21%	?	-1%	10%	CCc1ccccc1-n1c2c(cc(-c3nc(-c4ccc(Cl)cc4)cs3)c1=O)C(=O)CC(C)(C)C2	-2%	/	-8%	11%	-32%
-4%	-3%	3%	-17%	O=C(NCc1ccc2c(c1)OCO2)c1cc(-c2ccncc2)nc2ccccc12	-1%	-1%	17%	-13%	-3%
-3%	14µM*	0%	-28%	CC(=O)C1=C(O)C(=O)N(c2ccc(O)cc2)C1c1ccccc1[N+](=O)[O-] (configuration not stated)	-1%	11%	-4%	-7%	-18%
1%	?	-8%	?	COCCNC(=S)NC(=O)c1ccc(C(C)(C)C)cc1	-12%	-5%	9%	-25%	0%
-5%	0.56µM*	-5%	56µM*	ClC(Cl)(c1nnnn1-c1ccccc1)c1nnnn1-c1ccccc1	2%	1%	14µM*	20µM*	3%
4%	-8%[59 µM]	8%	-9%	C/C=C(/C)C(=O)Nc1cccc(C2=NOC3(C2)C[C@H](C(N)=O)N(C(=O)COc2ccc(Cl)cc2)C3)c1 (some centres not stated)	-9%	11%	30%[activator]	-3%	2%
2%	-1%	-1%	-8%	O=C(COC(=O)c1cc(-c2ccccc2)nc2ccccc12)NCC1CCCO1 (configuration not stated)	-17%	-4%	179%[activator]	-2%	-13%
-8%	4%	-6%	1%	O=C(Nc1nc2ccccc2s1)c1ccc([N+](=O)[O-])o1	-20%	24%	12%	-4%	0%
-4%[60.1 µM]	22%[59 µM]	-8%	-1%	CC(=O)c1c(C)n(-c2ccccc2)c2ccc(OCC(O)CN3CCOCC3)cc12 (configuration not stated)	-5%	2%	?	-17%	20%
1%	/	/	/	CC(=O)N1c2cc3ccccc3cc2N(C(C)=O)c2cc3ccccc3cc21	2%	/	43%[activator]	-8%	/
3%	1%	1%	-27%	CCOC(=O)C1=C(CS(=O)(=O)c2ccc(C)cc2)NC(=O)NC1c1ccc(O)c(OC)c1 (configuration not stated)	-15%	4%	11%	-22%	9%
-3%	-11%	0%	-1%	O=S(=O)(c1ccc(Br)s1)N1CCC2(CC1)OCCO2	-10%	-12%	-4%	-4%	32%
20%	/	/	/	O=C(Nc1ccc(C(=O)N2CCCCC2)cc1)C1CCCC1	-7%	/	-12%	-1%	/
0%	-4%[0.0925 µM]	-8%	-7%	COc1ccc(C)cc1NC(=O)CCCN1C(=O)C(c2ccccc2)Oc2cccnc21 (configuration not stated)	-5%	-16%	13%	-9%	33%
-1%	/	-2%	-5%	COc1ccc(S(=O)(=O)N2CCOCC2)cc1NC(=O)c1ccccc1C	8%	8%	19%	-7%	50%
-4%	11%	-2%	-1%	N#C/C(=C\c1c(F)cccc1Cl)S(=O)(=O)c1ccccn1	5%	-3%	-23%[58.9 µM]	-4%	3%
-5%	0%[59 µM]	-1%	-1%	Cc1cc(C)nc(NN=C(c2ccccc2)c2ccccc2)n1	-20%	-6%	5%	-11%	80%
-6%	-4%[59 µM]	2%	11%	CCOC(=O)C1CCN(C(=O)COc2ccc(S(=O)(=O)N3CCOCC3)cc2C)CC1	8%	6%[12.4 µM]	36%[activator]	-7%	8%
-5%	-27%	-7%	-10%	CC(NC(=O)CCc1nnc(-c2ccc(-c3ccccc3)cc2)o1)c1nccs1 (configuration not stated)	-11%	-1%	-17%	-13%	?
-7%	1%[59 µM]	-1%	-25%	CCOc1ccccc1C(=O)NCC(=O)NCCc1ccc(S(N)(=O)=O)cc1	-13%	55%	19%	0%	10%
4%	-1%	-4%	-10%	CN1CCN(C2=NCCO2)CC1	-14%	4%	47%[activator]	-6%	2%
-19%	?	-10%	-20%	CCN(CC)CCNC(=S)Nc1ccc2nc(N3CCOCC3)cc(C)c2c1	-5%	16%	?	-9%	7%
-15%	?	-4%	-11%	Cc1cc2cc(CN3C(=O)c4ccccc4C3=O)ccc2[nH]1	-18%	2%	7%	-19%	6%
-17%	10%[59 µM]	-7%	4%	O=C(Nc1ccccc1Cl)C1CCCN(S(=O)(=O)c2ccc(F)cc2)C1 (configuration not stated)	-9%	-3%	2%	-12%	1%
-23%&10%	32µM*	1%&6%	?	Cc1cccc(OCC(=O)Nc2ccc3c(c2)nc(CN2CCCCC2)n3C)c1	6%&3%	-1%	?	89µM*!	10%&17%
9%	32%	1%	9%	CCN(CC)C(=O)Cn1cnc2sc(C)c(S(=O)(=O)N3CCC(C)CC3)c2c1=O	-25%	-3%	90%[activator]	11%	61%
-3%	15%[12.7 µM]	/	3%	CC(=O)c1cc2c(cc1NC(=O)Cn1cnc3ccccc3c1=O)OCO2	2%	26%	15%	-14%	/
-2%	/	-9%	6%	COc1ccccc1CCN1CCCC(CN(C)C(=O)CCC(N)=O)C1 (configuration not stated)	-8%	-10%	-15%	-2%	23%
8%	6%[0.501 µM]	/	5%	C=C(C)C(=O)OCC(C)C	-17%	-7%&-1%	24%	-5%	/
0%	/	-10%	-7%	O=S(=O)(NCCCN1CCOCC1)c1ccc2ccccc2c1	4%	14%	38%[activator]	-1%	?
11%	?	-1%	-38%	Cc1ccc(C2C(C#N)=C(N)Oc3cc(C)oc(=O)c32)o1 (configuration not stated)	31%[activator]	-3%	35%[activator]	0%[11.4 µM]	2%
-2%	-5%[59 µM]	-7%	-11%	Cc1ccc(NS(=O)(=O)c2ccc(-n3cccn3)cc2)cc1Cl	-16%&-8%	/	8%	-9%	2%

# Filtered by structure, those above containing a nitro group on carbon.
POLK inh	G9a block	BLM helicase inh	BAZ2B block	Compound	POLH inh	APEX1 inh	POLI inh	JMJD2A Tudor	POLB inh
-3%	/	/	/	O=C(CSc1cccc[n+]1[O-])Nc1cc(Cl)ccc1[N+](=O)[O-]	-13%	4%	20%	6%	/
-3%	14µM*	0%	-28%	CC(=O)C1=C(O)C(=O)N(c2ccc(O)cc2)C1c1ccccc1[N+](=O)[O-] (configuration not stated)	-1%	11%	-4%	-7%	-18%
-8%	4%	-6%	1%	O=C(Nc1nc2ccccc2s1)c1ccc([N+](=O)[O-])o1	-20%	24%	12%	-4%	0%
